# Screening data from PubChem.
# FAS TE block – FAS thioesterase domain inhibitors, primary screen, biochemical, fluorescence intensity, uHTS. recombinant FAS-TE, OMFH fluorogenic substrate, fluorescence endpoint. inhibition, % at 15 µM. Fatty acid synthase (Homo sapiens), P49327. 360,000 compounds, 0.67% hits. AID 602261, 2012;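 active = compounds whose normalised, plate-corrected inhibition of enzyme fluorescence in the single-dose primary screen is 50% or more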;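 also: 0% = DMSO with enzyme and 100% = substrate without enzyme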
# Rin1 Abl inh – inhibitors of Rin1-Abl protein binding, primary screen, biochemical, TR-FRET. Tyrosine-protein kinase ABL1 (Homo sapiens) + Ras and Rab interactor 1 (Homo sapiens), …. inhibition, % at 7.35 µM. 360,000 compounds, 0.4% hits; in the data active = inhibition above about 5%, passing the limit was not always enough
# MLLE-PAM2 inh – inhibitors of PABP1 MLLE–PAM2 peptide binding, primary screen, biochemical, fluorescence polarization, FITC-PAM2, GST-MLLE; Polyadenylate-binding protein 1 (Homo sapiens), P11940; inhibition, % at 20 µM; 360,000 compounds, 0.36% hits; in the data active = inhibition above about 35%, passing the limit was not always enough;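 also: plate controls were DMSO wells with GST-MLLE for no effect and wells lacking GST-MLLE protein for full effect; some results filed as inactive read as strong as hits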
# Neddylation inh – inhibitors of cullin neddylation, primary screen, biochemical, TR-FRET, uHTS, NAE and Ubc12; calls only at 25 µM; NEDD8-conjugating enzyme Ubc12 (Homo sapiens) + NEDD8-activating enzyme E1 regulatory …; 360,000 compounds, 0.58% hits; in the data active = inhibition above about 36%
# NadD block – inhibitors of S. aureus NadD, primary screen, biochemical, colorimetric, uHTS | Nicotinate-nucleotide adenylyltransferase NadD (Staphylococcus aureus N315) | purified NadD enzyme, colorimetric absorbance read-out | inhibition, % at 20 µM | 360,000 compounds, 0.78% hits | AID 602399, 2012; in the data active = inhibition above about 26%; also: some compounds past the cut are filed as inactive
# Rpn11 inh – Rpn11 (PSMD14) deubiquitinase inhibitors, primary screen, biochemical, fluorescence polarization, uHTS; human 26S proteasome, Ub4-pepOG fluorescence polarization; 20S core pre-blocked with epoxomicin; calls only at 20 µM; 360,000 compounds, 0.59% hits; AID 588493, 2011;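 active = inhibition at 20 µM, scaled to each plate's controls, above about 33%, limit read from the data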
# CSN inh – inhibitors of CSN-mediated cullin deneddylation, primary screen, biochemical, fluorescence polarization, uHTS. AID 651999, 2013. Purified CSN, SCF-Nedd8-OG deneddylation. COP9 signalosome complex subunit 5 (Homo sapiens), Q92905. inhibition, % at 12.5 µM. 360,000 compounds, 0.38% hits;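 active = pattern-corrected inhibition above about 35%, with an unprinted fluorescence ratio check between 0.5 and 1.5, limit read from the data, passing the limit was not always enough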;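 also: 0% = enzyme with substrate and 100% = substrate without enzyme; some results filed as inactive read as strong as hits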
#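 Assay system: purified human Csn5 enzyme expressed in HEK293T cells; measure: % inhibition; also added: SCFSkp2-Nedd8OG substrate at 10 nM final; technique: fluorescence polarization; times: reaction 90 min, room temperature; medium: Tris buffer pH 7.5, NaCl, DTT, Tween-20, trehalose, ovalbumin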
# SKN-1 inh – suppressors of acrylamide-induced Pgst-4::GFP reporter in worms, primary screen, SKN-1 inhibitor project, whole organism, uHTS, GFP/RFP fluorescence ratio, strain VP596; C. elegans VP596 Pgst-4::GFP/RFP ratio, 24 h; inhibition, % at 21.8 µM; 360,000 compounds, 0.49% hits; AID 624304, 2012;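 active = interference check ratio from 0.5 to 1.5 plus GFP to RFP signal ratio inhibition reaching or exceeding a fixed threshold, cut at about 30% in these data, passing the limit was not always enough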; also: some compounds called inactive have numbers as strong as hits
# MT1-MMP act inh – blockers of MT1-MMP proenzyme processing, primary screen, HT1080 RFP-PRO-GFP cells, GFP/RFP fluorescence | Matrix metalloproteinase-14 (Homo sapiens), P50281 | GFP/RFP ratio fluorescence, overnight; percent of plate control window, DMSO zero | GFP/RFP ratio change, % at 20 µM | 360,000 compounds, 0.061% hits | AID 651647, 2012;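 active = GFP/RFP ratio change of at least 30% with cell ATP level not reduced by more than half and red fluorescence within 50% of control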; also: strong numbers were not always called active
#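 system = RFP-PRO-GFP reporter HT1080 cells | dosing = 20 µM single dose, 1% DMSO | timing = overnight cell settling, then overnight compound exposure, 37 °C, 5% CO2 | read-out basis = GFP/RFP fluorescence ratio | controls = DMSO and RFP-L50D-GFP cell wells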
# * marks the source's active call; other numbers are inactive results; i = inactive; nt = no result given; + = active, no number.
SMILES,FAS TE block,Rin1 Abl inh,MLLE-PAM2 inh,Neddylation inh,NadD block,Rpn11 inh,CSN inh,SKN-1 inh,MT1-MMP act inh
CN(C)c1ccc(S(=O)(=O)NCC(=O)N2CCN(c3ccccc3)CC2)cc1[N+](=O)[O-],3.4,-3.9,-16.6,i,1.5,i,-1.9,4.5,7.3
CCOC(=O)C1=C(C)NC(C)=C(C(=O)OCC)C1C(=O)OCC(=O)NCc1ccccc1,-3.2,-0.7,-5.9,nt,-4.5,i,1.1,-5.8,3.2
CS(=O)(=O)N(CC(=O)N1CCN(Cc2ccccc2)CC1)c1cccc(Cl)c1,-6.2,2.6,8.2,i,-0.6,i,1.9,1.2,-1.0
Cc1ccc(C2(O)CN(c3ccccc3)C3=[N+]2CCS3)cc1 (stereo not drawn),-2.5,-0.1,29.9,i,-2.6,i,-12.9,-0.8,-3.9
O=C(Nc1ccc2c(c1)OCCO2)c1ccccn1,-3.9,0.1,-19.8,i,5.5,i,2.1,-2.5,-1.3
Cc1ccc(OCC(=O)Nc2ccccc2F)cc1,2.5,-2.3,-10.6,i,-7.8,i,4.2,8.5,1.8
CCOCCCNC(=O)C(NC(=O)c1ccc(=O)[nH]c1)c1ccc(Cl)cc1 (stereo not drawn),-3.3,1.5,6.5,i,2.4,i,6.8,0.3,1.7
CC(O)CN(Cc1cccc(Cl)c1)CC(C)O (stereo not drawn),-4.4,1.0,16.2,i,-3.7,i,-1.7,-3.2,0.8
Fc1ccccc1OCCCn1ccnc1,-5.6,-1.4,-1.1,i,-0.1,i,0.6,6.0,1.0
CCOC(=O)c1c(NC(=O)c2cccs2)sc(C)c1CC,32.3,2.6,0.9,nt,3.5,i,-4.7,2.7,-13.2
CCNC(=O)NC(=O)C(C)OC(=O)CCCc1nc2ccccc2s1 (stereo not drawn),-1.7,1.3,3.5,i,-3.6,i,-0.6,8.4,8.3
Cc1ccccc1C(=O)c1cccn1CC(=O)NCCCN1CCCCC1,-2.6,-4.7,-3.1,i,-1.4,i,-3.7,30.8,-3.3
O=S(=O)(c1ccc(F)cc1)N1CCN(Cc2ccccc2C(F)(F)F)CC1,22.0,5.5,-6.3,i,1.2,i,3.5,-10.1,-4.0
NC(=O)[C@@H]1CCCNc2c(I)cc([N+](=O)[O-])cc2C(=O)N[C@@H](CO)C(=O)N[C@@H](Cc2ccc(O)cc2)C(=O)N1,-5.5,-3.1,-12.6,i,6.0,i,-5.5,23.4,2.4
COc1ccc(CN2CCC(C)CC2)cc1OCc1ccccc1,-5.4,2.3,5.0,i,-4.3,i,6.2,-19.4,0.1
O=C(COC(=O)c1cccc(-n2cnnn2)c1)c1ccccc1,16.0,-0.8,-3.9,i,-6.6,i,0.6,-1.0,-0.2
CCCCN(C)Cc1c(O)ccc2c(-c3ccccc3)cc(=O)oc12,-4.2,-2.4,7.2,nt,-3.4,i,1.4,18.5,-6.5
Clc1nnc2ccc(-c3ccccc3)nn12,-3.9,-0.6,1.9,i,-2.4,i,53.8*,-1.7,1.6
Cc1ccc(S(=O)(=O)NCCCOC(=O)Nc2ccncc2)cc1,-11.0,0.7,-1.2,i,1.2,i,0.6,1.4,0.7
Cc1cccc(CN(C(=S)Nc2c(C)cccc2C)c2cccnc2)c1,-1.0,-1.5,30.6,i,-1.9,i,-7.3,-7.6,-2.5
COc1cc(NC(=O)c2ccco2)c(OC)cc1NC(=O)Nc1ccc(Cl)cc1,-2.2,-0.7,-1.9,nt,6.6,i,2.3,7.1,6.7
CC1(C(=O)NS(=O)(=O)c2cccs2)CCN1C(=O)C1(c2ccccc2)CCCC1 (stereo not drawn),-8.3,-4.4,-6.5,i,-9.8,i,2.2,4.7,-1.7
CCn1c(N)c(C(=O)COC(=O)CCc2nc3ccccc3c(=O)[nH]2)c(=O)[nH]c1=O,-7.4,5.1,11.1,i,2.7,i,0.1,6.1,-0.6
CCCc1c(O)nc(SC2CC(=O)N(c3ccc(C)c(Cl)c3)C2=O)[nH]c1=O (stereo not drawn),3.5,-2.6,21.7,i,4.1,i,0.8,-6.2,1.4
CCc1ccc(NC(=O)C2CCCN2c2nn3c(=O)cc(C)nc3s2)cc1 (stereo not drawn),0.4,4.1,21.6,i,14.8,i,-5.0,-0.8,1.3
COc1cc2c(cc1OC)/C(=C/C(C)=O)OC2,nt,nt,nt,i,nt,nt,1.4,2.2,1.2
CC(C)N(Cc1ccccc1)C(=S)Nc1cccnc1,-1.2,-2.6,-24.6,i,-2.8,i,1.7,3.8,-1.1
CC1Cc2ccccc2N1S(=O)(=O)c1cccc2nsnc12 (stereo not drawn),6.5,-1.7,-0.8,i,0.5,i,-2.1,12.8,4.2
COc1ccccc1C(=O)NCCCNC(=O)c1cccnc1,-8.2,1.6,-6.0,i,-1.7,i,-2.5,26.9,-1.8
CCOC(=O)/C=C1\SCC(=O)N1CC(=O)NCCc1ccc(F)cc1,-8.4,-0.4,-32.8,i,1.6,i,5.3,-2.9,1.5
CCOc1cc(C(=O)N=c2sccn2C)ccc1OC(F)F,0.8,-3.6,-29.5,i,-2.9,i,0.9,14.0,-5.7
Nc1nc(-c2ccc(Cl)cc2)nn1C(=O)c1ccco1,4.3,-2.5,3.3,nt,-0.5,i,-0.2,-6.8,0.1
CN(C)C(CNC(=O)c1cc2ccccc2oc1=O)c1ccccc1 (stereo not drawn),-4.8,-4.0,11.5,i,1.3,i,-1.3,-5.4,-0.7
COC1(NC(=O)c2ccccc2)C(C)=CC(=O)C=C1C,-5.5,-0.9,8.4,i,1.0,i,-9.6,4.8,-0.6
Cc1ccc(SC(C)C(=O)NC(N)=O)c(C)c1 (stereo not drawn),-4.0,1.9,7.1,i,-6.0,i,6.1,-0.4,-1.8
CCOC(=O)CSc1nc(-c2ccccn2)ncc1OC,-5.0,-0.2,4.0,i,-0.4,i,1.6,5.1,-1.0

# Already shown: 3 of the compounds above.
SMILES,FAS TE block,Rin1 Abl inh,MLLE-PAM2 inh,Neddylation inh,NadD block,Rpn11 inh,CSN inh,SKN-1 inh,MT1-MMP act inh
COC1(NC(=O)c2ccccc2)C(C)=CC(=O)C=C1C,-5.5,-0.9,8.4,i,1.0,i,-9.6,4.8,-0.6
Cc1ccc(SC(C)C(=O)NC(N)=O)c(C)c1 (stereo not drawn),-4.0,1.9,7.1,i,-6.0,i,6.1,-0.4,-1.8
CCOC(=O)CSc1nc(-c2ccccn2)ncc1OC,-5.0,-0.2,4.0,i,-0.4,i,1.6,5.1,-1.0

# Other compounds:
SMILES,FAS TE block,Rin1 Abl inh,MLLE-PAM2 inh,Neddylation inh,NadD block,Rpn11 inh,CSN inh,SKN-1 inh,MT1-MMP act inh
N/C(=N\OC(=O)c1ccc(Cl)cc1)c1ccccn1,0.7,1.4,0.9,i,-5.7,i,0.8,17.9,0.5
CCOC(=O)c1sc(NC(=O)C2CCC2)cc1C,0.1,-1.1,2.8,i,1.6,i,2.0,8.3,1.6
CC(=O)Nc1ccc(N2C(=O)CSC2c2ccccc2[N+](=O)[O-])cc1 (stereo not drawn),-0.1,0.0,8.1,i,-4.8,i,-6.8,-16.9,-0.9
Cc1ccc(Nc2nc(-c3ccc(C)cc3)c(CC(=O)O)s2)cc1,1.1,-1.9,-101.3,i,13.5,+,64.8*,25.1,-27.5
CCOc1ccc(S(=O)(=O)NN)cc1,-6.6,-2.2,-16.3,i,-1.2,i,1.6,-9.1,-11.2
O=CNc1ccccc1,-0.9,-0.1,-8.6,i,1.8,i,5.4,5.7,1.1
COc1cccc(C2(O)CCN(C(=O)Cc3cccnc3)CC2)c1,-6.0,0.0,-3.5,i,-0.6,i,0.5,19.5,3.5
COc1cc(NC(=O)Nc2nnc([C@H]3C[C@H](O)[C@@H](CO)O3)s2)cc(OC)c1OC,-4.1,-1.0,7.0,i,6.1,i,0.9,7.1,1.6
S=c1[nH]c2ncccc2o1,-5.0,3.2,-116.3,i,-2.8,i,5.4,3.6,6.0
CCCCNC(=O)c1nnn(-c2ccccc2)c1N,-8.8,-4.1,-4.5,i,0.3,i,-2.1,-2.4,-1.0
Cn1c(=O)c2c(-c3ccccc3)n(-c3cccc(O)c3)cc2n(C)c1=O,-1.0,-1.0,19.2,i,0.5,i,-2.5,9.4,-10.0
CC1CN(C(=O)c2cn3ccccc3n2)CC(C)O1 (stereo not drawn),-8.1,3.8,4.4,i,-4.1,i,4.0,-18.9,6.3
C#CCn1c(=NC(=O)c2cc(-c3cccs3)nc3ccccc23)sc2cc(S(N)(=O)=O)ccc21,11.0,0.2,-55.0,nt,53.3*,+,7.4,17.6,-3.6
CCOc1ccc(C(=O)Nc2ccc(NC(=O)c3ccco3)c(Cl)c2)cc1Br,-8.5,-20.9,-5.3,i,2.6,i,2.8,6.0,-0.1
CC(=O)c1cc(-c2ccccc2)n(CC(=O)Nc2cccc(C)c2C)c1C,-10.9,-2.5,6.3,i,-3.8,i,-0.2,4.8,0.0
NC(=O)c1ccsc1NC(=O)COC(=O)c1c(F)cccc1Cl,1.8,1.2,-2.8,i,2.4,i,2.3,1.8,-6.3
CC(CCC(=O)O)(c1ccc(O)cc1)c1ccc(O)cc1,-0.9,2.7,-21.6,i,-0.2,i,3.8,9.0,-3.8
COc1cc2c(cc1OC)CN(CC(=O)Nc1cccc([N+](=O)[O-])c1)CC2,12.9,-0.9,-3.4,i,-1.5,i,1.4,-4.5,-0.3
Cc1ccnc2c1ccc1c(C)ccnc12,-5.1,-18.2,7.0,i,0.0,+,-2.2,-1.3,12.0
O=C1CN(C(=O)COC(=O)C23CC4CC(CC(O)(C4)C2)C3)c2ccccc2N1,-1.7,1.0,-23.0,i,-2.3,i,0.6,24.2,-8.6
O=C(N/N=C/C=C/c1ccc2c(c1)OCO2)C(O)c1ccccc1 (stereo not drawn),-0.4,-1.7,-0.9,i,-2.1,i,-1.6,2.3,-1.2
CN(C)CCOc1nc(-c2ccccc2)nc2c1oc1ccccc12,-0.5,2.2,-10.2,i,-10.5,i,2.3,1.8,-6.0
CCNC(=S)NCc1ccc2c(c1)OCO2,-9.9,2.3,-77.7,i,-1.8,i,-15.0,-2.6,-4.4
CCN(CC)CCNc1cc(C)nc2c1C(=O)C(=O)C=C2N1CCCCC1,-5.0,-5.1,14.9,i,1.1,i,4.7,12.3,-19.1
Nc1ccn([C@@H]2O[C@H](CNCc3cnc(N4CCOCC4)nc3)[C@@H](O)[C@H]2O)c(=O)n1,-9.7,-3.0,-4.3,i,2.9,i,3.6,18.0,2.6
